CHT PAM: CHT positive allosteric modulators, primary screen, cell-based, membrane potential dye, choline EC20 | High affinity choline transporter 1 (Homo sapiens), Q9GZV3 | CHT-expressing cells; stronger effect = higher value; LV-AA mutant CHT in HEK293 cells | B-score at 10 µM | 310,000 tested, 0.49% active | AID 488977, 2010;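 active = initial fluorescence not abnormally high and integrated response B-score, plate-corrected, over 3 SD above library mean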
Target sequence (Q9GZV3 whole entry, looked up): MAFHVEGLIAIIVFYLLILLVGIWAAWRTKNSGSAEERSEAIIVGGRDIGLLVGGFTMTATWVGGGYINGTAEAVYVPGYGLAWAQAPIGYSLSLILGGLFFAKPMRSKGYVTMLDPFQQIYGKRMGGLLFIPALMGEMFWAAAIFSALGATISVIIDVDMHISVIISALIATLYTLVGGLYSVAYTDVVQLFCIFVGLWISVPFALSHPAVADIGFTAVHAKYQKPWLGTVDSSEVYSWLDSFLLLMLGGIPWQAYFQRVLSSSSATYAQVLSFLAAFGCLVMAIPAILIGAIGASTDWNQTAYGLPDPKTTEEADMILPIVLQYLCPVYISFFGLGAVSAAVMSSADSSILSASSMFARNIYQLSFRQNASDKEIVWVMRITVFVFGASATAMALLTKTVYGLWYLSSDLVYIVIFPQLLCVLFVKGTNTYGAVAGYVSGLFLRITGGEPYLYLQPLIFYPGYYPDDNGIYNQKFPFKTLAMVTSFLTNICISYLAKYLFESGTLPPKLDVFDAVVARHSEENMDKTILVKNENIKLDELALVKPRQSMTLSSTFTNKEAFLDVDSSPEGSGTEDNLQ
OX1R antag: OX1R (HCRTR1) antagonists, primary screen, fluorescence, CHO/OX1R cells, Fluo-8 calcium, orexin A; Orexin/Hypocretin receptor type 1 (Homo sapiens), O43613; Fluo-8 calcium fluorescence; inhibition, % at 5 µM; 330,000 tested, 0.43% active; AID 434989, 2010;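 active = inhibition above its plate's threshold, mean inhibition of all tested compounds on the plate plus 3 SD, cut at about 37% in these data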;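 note: 0% = orexin A challenge wells and 100% = SB-334867-A antagonist wells; not every result past the cut was called active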
Target sequence (O43613 whole entry, looked up): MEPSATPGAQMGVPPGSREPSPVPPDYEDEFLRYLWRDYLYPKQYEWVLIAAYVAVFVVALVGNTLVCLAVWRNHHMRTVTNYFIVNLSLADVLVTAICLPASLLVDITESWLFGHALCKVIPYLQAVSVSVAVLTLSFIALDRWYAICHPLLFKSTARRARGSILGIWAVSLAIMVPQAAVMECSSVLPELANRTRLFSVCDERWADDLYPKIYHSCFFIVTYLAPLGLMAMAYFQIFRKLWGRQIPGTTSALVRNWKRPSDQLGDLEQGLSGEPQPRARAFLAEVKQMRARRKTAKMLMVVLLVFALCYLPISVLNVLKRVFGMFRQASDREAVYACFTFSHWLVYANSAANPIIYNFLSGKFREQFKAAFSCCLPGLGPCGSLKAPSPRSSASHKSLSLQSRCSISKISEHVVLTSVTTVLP
An asterisk follows results filed as active; i = inactive; · = no result given. Hits appear at their usual frequency; 0.83% or so of the library scored in one or more.

Results follow in this order: OX1R antag, CHT PAM
1. O=S(=O)(c1ccccc1S(=O)(=O)N1CCCCC1)N1CCCCC1
→ -9, i
2. CC(=O)NN1C(=O)c2ccccc2NC1c1ccccc1 (stereo not given)
→ 4, i
3. C[C@@H]1CC=C[C@H]2[C@H]1C(=O)N(Cc1ccccc1)[C@H]2c1ccoc1
→ -20, i
4. Cn1c(=O)[nH]c(=O)c2c1nc(Br)n2CCCCSc1nc2ccccc2o1
→ -8, i
5. O=C(CNC(=O)c1ccc(Cl)cc1)OCC(=O)N1CCCC1
→ -7, i
6. O=C(CC1NCCN(Cc2ccccc2)C1=O)Nc1ccccc1 (stereo not given)
→ -16, i
7. Cc1noc(C)c1CCC(=O)O
→ -6, i
8. CC1(C)CC(=O)C2=C(C1)OC(N)=C(C#N)C21C(=O)N(Cc2ccccc2Cl)c2ccccc21 (stereo not given)
→ -29, i
9. O=C(COC(=O)C1CC1)Nc1ccc(N=Nc2ccccc2)cc1
→ -16, i
10. Cc1ccc(S(=O)(=O)N2CCN(C(=O)COC(=O)/C=C/c3ccccc3)CC2)c(C)c1
→ 0, ·
11. COC(=O)c1cc2c(=O)c3ccccc3oc2nc1C
→ ·, i
12. Cc1cccc(NC(=O)/C(C#N)=C\c2cc(C)n(-c3ccc(C(=O)O)cc3)c2C)c1
→ -17, i
13. COCCN(C(=O)c1ccccc1OC)c1nnc(C)s1
→ -11, i
14. CCN(CC)S(=O)(=O)c1ccc(-c2ccc(S(=O)(=O)N(CC)CC)cc2)cc1
→ 19, i
15. Cc1ccccc1/C=C1\Sc2ccc(C(=O)N3CCN(c4ccccn4)CC3)cc2N(C)C1=O
→ -20, i
16. Cc1nn(C)c(C)c1S(=O)(=O)N(CC(=O)N1CCc2ccccc21)c1ccc(C(C)C)cc1
→ -20, i
17. Cc1cc(=O)c2c(C)ccc(C)c2[nH]1
→ -3, i
18. CCc1c(C)sc(NC(=O)c2cc(-c3ccco3)on2)c1C#N
→ -21, i
19. CNC(=O)c1cc2cc(Br)ccc2s1
→ 2, i
20. Cc1ccc(NC(=O)COc2ccc(C(=O)NCCc3ccccc3)cc2)cc1
→ 16, i
21. Cn1c(SCC(=O)Nc2ccc(N3CCOCC3)cc2)nnc1-c1ccco1
→ -24, i
22. CCNC(=S)Nc1ccc(OCc2nc3ccccc3s2)cc1
→ -29, i
23. Cc1nccn1CC(O)COC1CCCCC1 (stereo not given)
→ -4, i
24. O=c1c2ccccc2[nH]c(=S)n1Cc1ccc2c(c1)OCO2
→ -2, i
25. O=C(COc1ccc2c(-c3ccccc3)cc(=O)oc2c1)NCCN1CCOCC1
→ 1, i
26. CCOc1ccc2nc(NCCCNS(=O)(=O)c3ccc(C)cc3)c(C#N)cc2c1
→ -21, i
27. Cc1ccc(C(=O)N/C(=C/c2cccnc2)C(=O)N2CCCCCC2)cc1
→ -7, i
28. O=C(CCSc1ccc(Cl)cc1)N1CCOCC1
→ -17, i
29. O=C(OCc1ccccc1)C1CCCN1C(=O)c1ccccc1[N+](=O)[O-] (stereo not given)
→ -1, i
30. C=CCOc1ccc(C[C@H](N)C(=O)NC[C@H]2O[C@@H](n3cnc4c(N)ncnc43)[C@H](O)[C@@H]2O)cc1
→ 24, ·
31. O=[N+]([O-])c1ccc(S(=O)(=O)N2CCN=C2SCc2ccc(F)cc2)cc1
→ -17, i
32. Cc1cc(C)c(S(=O)(=O)N2CCCC(C(=O)NC3CCCC3)C2)c(C)c1 (stereo not given)
→ -16, i
33. COc1cccc(CNC(=O)C(=O)NCC2OCCCN2S(=O)(=O)c2cc(C)ccc2C)c1 (stereo not given)
→ -17, i
34. C(=C\c1ccccc1)/C=N/Nc1nncc(-c2ccccc2)n1
→ -1, i
35. O=C(O)c1ccccc1C(=O)NCCc1c(C(=O)O)[nH]c2ccc(Cl)cc12
→ 0, i
36. COC(=O)CCCCCN1C(=O)NC(c2ccc(-c3ccccc3)cc2)C(C(=O)OCc2ccccc2)=C1C (stereo not given)
→ -30, i
37. CSc1nc(Oc2ccc(F)cc2)c2ccccc2n1
→ -29, i
38. Cn1cccc1C(=O)OCC(=O)N1CCc2ccccc21
→ 11, ·
39. Cn1cccc1C(=O)NC(=O)COC(=O)c1ccccc1Sc1ccccc1C#N
→ -9, i
40. CC12CC3(C)CC(C)(C1)CC(C(=O)NCCc1ccc(S(N)(=O)=O)cc1)(C2)C3
→ -21, i
41. CCOc1ccc(OCC)c(NC(=O)CN2CCN(c3cccc(C)c3)CC2)c1
→ -17, i
42. CCC(=O)c1ccc(OCc2ccc(C(=O)OC)cc2)cc1
→ -13, i
43. CCCCn1c(N)c(N(CC(C)C)C(=O)C2CC(=O)N(c3ccc4c(c3)OCCO4)C2)c(=O)[nH]c1=O (stereo not given)
→ 3, i
44. CCCn1c(SCC(=O)c2ccc3c(c2)OCCO3)nnc1C(C)C
→ -17, i
45. CCOC(=O)CNC(=O)Cn1cnc2c(nnn2-c2ccc(F)cc2)c1=O
→ -3, i
46. Cc1ccccc1NC(=O)CN(C)S(=O)(=O)c1cccs1
→ -7, i
47. O=C(NCCc1ccccc1F)[C@@H]1CSC2c3ccccc3C(=O)N21 (stereo not given in full)
→ -20, i
48. COc1ccc(S(=O)(=O)NCc2ccncc2)cc1NC(=O)c1ccccc1
→ -13, i
49. C(=N\Nc1nn2cnnc2c2ccccc12)/c1ccco1
→ -7, i
50. CC1CCN(S(=O)(=O)c2ccc3c(c2)N(CC(=O)NCCCN2CCCCC2C)C(=O)CS3)CC1 (stereo not given)
→ -8, i
51. Cc1cccc(C)c1NC(=O)c1ccc2c(c1)CCN2S(C)(=O)=O
→ -6, i
52. CC(C)CCNC(=O)C1CCCN1C(=O)NC1CCCCC1 (stereo not given)
→ -11, i
53. Cc1nnsc1C(=O)NC1CCCc2c1cnn2-c1ccccc1F (stereo not given)
→ -2, i
54. COc1ccccc1CNC(=O)CN(C)S(=O)(=O)c1ccc(Br)s1
→ -34, i
55. Cc1ccc2nc(Cc3ccc(N)cc3)[nH]c2c1
→ -2, i
56. Cc1nn(-c2ccccc2)c(Cl)c1/C=N/NC(=O)OC(C)(C)C
→ 8, i
57. O=C(NCCN1CCN(S(=O)(=O)c2ccc(F)cc2)CC1)C(=O)NCc1ccccc1
→ -18, i
58. COc1cc(C(=O)O/N=C(\N)Cc2ccc([N+](=O)[O-])cc2)cc(OC)c1OC
→ -38, i
59. O=C(O)CSc1nnc(COc2ccc([N+](=O)[O-])cc2)n1-c1ccccc1
→ -1, i
60. Cc1ccc(NS(=O)(=O)c2ccc3c(c2)N(C)CCO3)cc1
→ -36, i

Reprinted, compounds 46–48
Results follow in this order: OX1R antag, CHT PAM
46. Cc1ccccc1NC(=O)CN(C)S(=O)(=O)c1cccs1
→ -7, i
47. O=C(NCCc1ccccc1F)[C@@H]1CSC2c3ccccc3C(=O)N21 (stereo not given in full)
→ -20, i
48. COc1ccc(S(=O)(=O)NCc2ccncc2)cc1NC(=O)c1ccccc1
→ -13, i

(further entries)
Results follow in this order: OX1R antag, CHT PAM
61. CC(NC(=O)COc1ccc(S(=O)(=O)N2CCOCC2)cc1)c1ccccc1 (stereo not given)
→ -9, ·
62. CC1CCCN(C(=O)c2ccc(Cl)c(S(=O)(=O)N3CCCCCC3)c2)C1 (stereo not given)
→ -21, ·
63. CCOC(=O)C1CCN(c2c(NCc3ccc(C(=O)N(C)Cc4ccccc4)cc3)c(=O)c2=O)CC1
→ 8, i
64. CCOc1ccc(CN2CCN(Cc3ccon3)CC2CCO)cc1 (stereo not given)
→ -7, i
65. O=C(NCc1ccc(F)cc1)C1CCCN(c2nc3ccsc3c(=O)s2)C1 (stereo not given)
→ 1, i
66. COc1ccc(C(=S)N2CCN(c3cccc(Cl)c3)CC2)cc1
→ -11, i
67. COc1ccc(-c2n[nH]c(=S)n2-c2ccc(C)cc2)cc1
→ -23, i
68. CC(=O)Nc1ccc(S(=O)(=O)N2CCN(C(=O)CCC3CCCC3)CC2)cc1
→ -20, i
69. N#Cc1c(NC(=O)CSc2nnc(-c3ccco3)n2-c2ccccc2)sc2c1CCC2
→ -39, i
70. CC(C)(C)[C@H]1CCC(=O)N([C@H](CC#N)Cc2ccccc2)CC1
→ -19, i
71. O=C(/C=C/c1ccc2c(c1)OCO2)NCc1ccncc1
→ -8, i
72. COc1ccc(N2CCN(CC(O)COc3ccc4c(c3)CCC4)CC2)cc1 (stereo not given)
→ -17, i
73. Cc1cc(C)c2nc(SCC(=O)Nc3ccc(S(=O)(=O)N4CCCC4)cc3)c(C)cc2c1
→ -50, i
74. CN1CCc2c(n(CC(O)CN3CCN(CCO)CC3)c3ccccc23)C1=O (stereo not given)
→ 1, i
75. O=C(NC1=NCCS1)c1ccc(Cl)c(S(=O)(=O)N2CCCCCC2)c1
→ -33, i
76. Cc1ccccc1OCC(=O)N(Cc1cccc(F)c1)C1CCS(=O)(=O)C1 (stereo not given)
→ -36, i
77. CCOC(=O)CC(=O)CSc1ncnc2c1nnn2-c1ccc(F)cc1
→ -13, i
78. Cc1c(NC(=O)COc2ccccc2Cl)c(=O)n(-c2ccccc2)n1C
→ -2, ·
79. COc1ccc(-c2cc(C(=O)N/N=C(\C)c3cccnc3)c3cc(C)ccc3n2)cc1OC
→ -40, i
80. c1ccc2cc(OCCOCCOc3ccc4ccccc4c3)ccc2c1
→ -3, i
81. COc1cccc(/C=C2\Oc3cc(OC(=O)N4CCOCC4)ccc3C2=O)c1
→ -18, i
82. O=C(NNc1ccc([N+](=O)[O-])cc1)c1ccccc1Cl
→ -13, i
83. CCCCCN(C(=O)CCC(=O)OCC(=O)c1c(C)cc(C)cc1C)c1c(N)n(CCCC)c(=O)[nH]c1=O
→ -24, i
84. Cc1cc(=O)n2nc(N3CCCC(C(=O)NC(C)c4ccccc4)C3)sc2n1 (stereo not given)
→ -19, i
85. COc1ccc(NC(=O)COC(=O)C2CCCCC2)c([N+](=O)[O-])c1
→ -13, i
86. CCOC(=O)c1ccc(NC(=O)N2CCCCC2)cc1
→ -26, i
87. CCCOc1ccc(C(=O)Nc2ccc(N(C)C)cc2)cc1
→ -4, i
88. CCCNC(=O)C(Cc1ccccc1)NC(=O)c1ccc(-c2ccccc2)cc1 (stereo not given)
→ -13, ·
89. c1csc(CNCCCN2CCOCC2)c1
→ -9, i
90. CC(C)COc1ccc(CN=C(N)N=C(N)N)cc1Cl
→ -25, i
91. Cc1cc(NC(=O)Cn2nc(C(F)(F)F)c3c2CCC3)n(-c2ccccc2)n1
→ -20, i
92. COc1ccc(-c2ccc3ccccc3n2)cc1
→ -16, i
93. CCc1nc(Nc2ccc(F)cc2)c2oc3ccccc3c2n1
→ -46, i
94. CC(=O)Nc1ccc(/C=N/N2C(=O)NC(C)(c3ccc(OC(F)F)cc3)C2=O)cc1 (stereo not given)
→ 53*, i
95. COc1ccc(C(C)=O)cc1COC(=O)CNC(=O)c1ccccc1F
→ 2, i
96. Cc1ccc(OCCn2cc(C=O)c3ccccc32)cc1
→ -1, i
97. CCN(c1ccc(OC)cc1)S(=O)(=O)c1ccc2c(c1)CCN2C(=O)CCC(=O)O
→ -18, i
98. CC(C)C[C@H]1CN=C(Nc2ccccc2)N1CC1CCC(C(C)(C)C)CC1 (stereo not given in full)
→ 2, 29*
99. COc1cc(O)c(C(CCN2CCCCC2)c2ccc3c(c2)OCO3)c(OC)c1 (stereo not given)
→ -18, i
100. Cc1cc(C)n2c(SCC(=O)Nc3cc(S(=O)(=O)N(C)C)ccc3C)nnc2n1
→ -15, ·
101. CC(C)(C)C(=O)Nc1ccc(N2CCCC2)cc1
→ -17, i
102. Cc1ccc(/C=N/NC(=O)c2nnn(-c3nonc3N)c2C(C)C)s1
→ -16, i
103. O=C(O)c1ccccc1C(=O)OCc1ccccc1
→ -9, i
104. CCOc1ccc(N2CC(C(=O)NNC(=O)c3ccc(Br)cc3)CC2=O)cc1 (stereo not given)
→ -17, i
105. COc1ccc(C2SCCN2S(=O)(=O)c2ccc(NC(C)=O)cc2)cc1OC (stereo not given)
→ -3, i

Pulled by compound from above (3):
Results follow in this order: OX1R antag, CHT PAM
92. COc1ccc(-c2ccc3ccccc3n2)cc1
→ -16, i
95. COc1ccc(C(C)=O)cc1COC(=O)CNC(=O)c1ccccc1F
→ 2, i
101. CC(C)(C)C(=O)Nc1ccc(N2CCCC2)cc1
→ -17, i

The results go on:
Results follow in this order: OX1R antag, CHT PAM
106. O=C(OCC(=O)N1CCN(C(=O)c2ccco2)CC1)c1cc(-c2ccc(F)cc2)nc2ccccc12
→ -9, i
107. COc1cc(/C=C/C(=O)N2C(=O)c3cccc(N)c3C2=O)cc(OC)c1OC
→ -29, i
108. CCOc1c(Cl)cc(CNc2ccc(S(N)(=O)=O)cc2)cc1OC
→ -6, i
109. O=C(NC1CCCC1)C(c1ccsc1)N(CCc1ccccc1)C(=O)Cc1cccs1 (stereo not given)
→ -15, i
110. COc1ccc2[nH]c(O)c(NC(C)=O)c2c1
→ 2, i
111. O=C(COC(=O)CNC(=O)C1CCCCC1)Nc1ccccc1Cl
→ -15, ·
112. O=C(Nc1cccc(Cl)c1N1CCOCC1)c1ccc(Br)o1
→ -51, i
113. COc1ccc(NS(=O)(=O)c2ccc(N3C(=O)CCC3=O)cc2)cc1
→ -3, i
114. CC(=O)Nc1cccc(NC(=O)CSc2nnnn2C(C)C)c1
→ -16, i
115. CCCNC(=O)C(CC)NC(=O)c1ccc(C#N)cc1 (stereo not given)
→ -17, ·
116. N#C/C(=C\c1ccc(O)cc1)C(=O)NCc1ccccc1
→ -1, i

Single records (already shown).
COc1ccc2[nH]c(O)c(NC(C)=O)c2c1 is listed as OX1R antag: 2; CHT PAM: i
CC(=O)Nc1cccc(NC(=O)CSc2nnnn2C(C)C)c1 is listed as OX1R antag: -16; CHT PAM: i
N#C/C(=C\c1ccc(O)cc1)C(=O)NCc1ccccc1 is listed as OX1R antag: -1; CHT PAM: i

Assay outcomes from PubChem.
